human PMI inhibitors – MPI inhibition at elevated mannose 6-phosphate – biochemical, fluorescence intensity, high mannose 6-phosphate, primary screen (AID 1220); recombinant PMI enzyme, coupled fluorescence intensity; higher % means a stronger effect; one-dose inhibition, % at 20 µM; IC50 in µM for titrated hits; 190,000 compounds, 0.66% hits
Lipid droplet – hepatic lipid droplet formation modulation | AML12 mouse hepatocytes, oleate lipid droplets, BODIPY imaging | inhibition, % at 6.5 µM | 240,000 compounds, 0.4% hits | AID 1656;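 active = lipid droplet intensity inhibited by at least 50%, with more than 500 cells counted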
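Assay system: AML12 mouse liver cells | Compound dosing: One dose, 6.5 µM compound | Read-out basis: Droplet intensity reduction, % inhibition | Measured by: Fluorescence imaging, 20x objective, two fields per well | Schedule: Overnight treatment with compound plus oleate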
Autophagy mod – modulators of autophagy. MEF GFP-LC3 puncta imaging; test concentration mostly 10 µM. calls only at 10 µM (by protocol). AID 463193. 190,000 compounds, 0.98% hits;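 active = percentage of spot-positive cells more than 3 SD above its plate mean, without a fluorescence outlier flag or 80% toxicity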;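 note: spot-positive cell cutoff set from DMSO-treated cells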
TNAP activation fold – stimulation of alkaline phosphatase TNAP activity – biochemical, luminescent, no phosphate acceptor, uHTS, primary screen (AID 1001); purified TNAP, luminescent activation assay, no phosphate acceptor; higher activation fold means a stronger effect; activation fold at 20 µM, or EC50 in µM where a hit was titrated; 200,000 compounds, 0.03% hits; in the data active = activation fold from about 3, or a potency from the dose series; inactive = the rest, 99 in 100 with activation fold below about 1.6; note: many of its hits are not listed in these tables
human PMI inhibition – MPI enzyme activity inhibition – biochemical, fluorescence intensity, coupled assay, primary screen (AID 1209); purified PMI enzyme, coupled fluorescence intensity; higher % means a stronger effect; one-dose inhibition, % at 20 µM; IC50 in µM for titrated hits; 190,000 compounds, 0.42% hits;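 note: plate controls were DMSO vehicle for no effect and wells lacking substrate for full effect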
Ins promoter up – MIN6 insulin promoter up-regulation; z-score at 5 µM; 190,000 compounds, 0.3% hits; MIN6 insulin promoter-GFP reporter, high-content imaging; hits give high values; AID 1625;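 active = z-score above 3 at 5 µM with at least 500 cells counted in the well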
MT stabilizer – microtubule stabilization, imaging screen | % tubulin-high responders, % at 10 µM | 200,000 compounds, 0.83% hits | HeLa tubulin immunostaining HCS, 24 h; share of cells brighter than vehicle mean+2SD;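 active = plate Z-score above 3 for both tubulin-high and condensed-nucleus cell shares, with cell loss under 80%, at 10 µM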;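 note: anti alpha tubulin signal scored within the nucleus-defined area of each cell; some results filed as inactive read as strong as hits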
T cell HTS – T cell immune modulation candidate; 2C CD8+ T cell-vesicle binding, flow cytometry; hits give low values; calls only at 7 µM; 330,000 compounds, 0.068% hits;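 active = response, share of CD8 T cells binding vesicles, and their 90th percentile fluorescence all below set limits, cut at about 80% in these data, passing the limit was not always enough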
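Incubation: binding step 1.5 h, 37 °C, antibody labelling 20 min, ice; system: murine 2C transgenic CD8+ T lymphocytes; technique: cytometric PE anti-B7-1 and Alexa647 anti-CD8 signals after 1% paraformaldehyde fixation; also added: QL9-charged Drosophila Ld/ICAM-1/B7-1 vesicles; control set: naked versus QL9-loaded vesicles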
b-catenin transl – modulators of beta-catenin nuclear translocation. HeLa beta-catenin nuclear translocation, immunofluorescence imaging. nuclear translocation activity, % at 5 µM. 190,000 compounds, 0.3% hits. AID 1665;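 active = nuclear translocation activity above 50% at 5 µM, with a well cell count of 50 or more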;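 note: per-cell ratio of nuclear to cytoplasmic median beta-catenin stain intensity; plate controls were DMSO negative control for no effect and GSK-3 inhibitor IX positive control for full effect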
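Technique: fluorescence imaging of beta-catenin antibody stain plus DAPI / Material: human HeLa cell line / Incubation: compound treatment 24 h, 37°C, 5% CO2 / Read-out basis: % activation of per-cell nuclear versus cytoplasmic median beta-catenin signal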
Ins promoter up cell count – recorded beside Ins promoter up, whose call it bears; cell count; measured here: cytotoxicity, nuclei count;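 total cells summed across four imaged fields per well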
Lipid droplet cells 6.5 µM – second read-out of Lipid droplet, no call of its own (marks repeat the call); cell count; measured here: cell count, cytotoxicity flag;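 cells counted across two imaged fields per well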
b-catenin transl cell count 5 µM – second read-out of b-catenin transl, no call of its own (marks repeat the call); cell count; measured here: cell count, cytotoxicity flag
T cell HTS vesicle-bound % – further read-out of T cell HTS, marked with its call; double positive events, %; measured here: CD8+ vesicle-bound cell fraction;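 binding gate set so that unloaded-vesicle control wells show 10% double positive cells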
MT stabilizer Hoechst-high % – recorded beside MT stabilizer, whose call it bears; % Hoechst-high responders; measured here: nuclear condensation Hoechst responders;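 share of cells brighter than vehicle mean plus two SD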
MT stabilizer cytotoxicity % – recorded beside MT stabilizer, whose call it bears; toxicity, %; measured here: cytotoxicity by cell density;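 0% = mean cell density of plate MIN control wells and 100% = no cells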
Autophagy mod cell loss 18 h – further read-out of Autophagy mod, marked with its call; toxicity, %; measured here: cell loss, nuclei count;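 cell loss after 18 h compound exposure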
* marks the source's active call; other numbers are inactive results; i = inactive; · = no result given; + = active, no number. Cut-off read from the data, not from the text of the source, unless noted: active = inhibition above about 50%; inactive = the rest. Hits appear at their usual frequency. About 2.9% of those tested had a hit in this group.

SMILES	human PMI inhibitors	Lipid droplet	Lipid droplet cells 6.5 µM	Autophagy mod	Autophagy mod cell loss 18 h	TNAP activation fold	human PMI inhibition	Ins promoter up	Ins promoter up cell count	MT stabilizer	MT stabilizer Hoechst-high %	MT stabilizer cytotoxicity %	T cell HTS	T cell HTS vesicle-bound %	b-catenin transl	b-catenin transl cell count 5 µM
O=C(CN1CCN(C(=O)c2ccco2)CC1)Nc1cccc([N+](=O)[O-])c1	4%	7	747	i	-7	1.1	1%	·	·	2.7	2.5	5.9	i	28	-0.1	1553
CCOCCCNC(=O)C(NC(=O)Cc1cccs1)c1ccc(OC)cc1 (stereo not given)	-8%	3	704	i	6	1.1	-10%	0.23	1085	3.6	2.4	1.8	i	21	5.8	889
CCCCCC(=O)NC(Cc1ccc(OC)c([N+](=O)[O-])c1)C(=O)O (stereo not given)	-7%	19	721	i	19	1.1	-13%	1.7	1256	2.1	1.1	6.1	i	38	2.0	1067
COC(=O)C1CC(c2ccc(Cl)cc2)=NO1 (stereo not given)	6%	23	735	i	-8	1.1	0%	-0.09	1165	5.4	2.5	6.3	i	43	3.0	1074
C/C(=N\NC(=O)CNC(=O)C(c1ccccc1)c1ccccc1)c1ccccc1	-7%	6	659	i	19	1.2	-15%	-0.68	1518	2.7	2.0	4.6	i	45	-2.7	1122
O=C(Nc1nc2cc3c(cc2s1)OCCO3)c1cccc(S(=O)(=O)N2CCOCC2)c1	-2%	·	·	i	-1	1.1	-2%	-0.44	1153	2.2	1.5	6.4	·	·	-9.1	992
CCC1(c2ccccc2)NC(=O)N(Cc2ccc(C(=O)OC)cc2)C1=O (stereo not given)	-6%	-3	709	i	13	1.1	4%	-0.4	1359	6.9	1.5	10	i	38	-1.4	1119
CCOc1ccc(NC(=O)C2C3CC/C=C\CCC32)cc1 (stereo not given)	·	-2	692	·	·	·	·	0.36	866	·	·	·	i	11	0.3	1340
CN(C)c1ccnc(Oc2ccc(Cl)cc2)c1C#N	6%	·	·	i	-8	1	13%	1.9	1339	1.6	1.1	16	i	3	-1.1	1413
CCCCCOc1ccc(N2C(=O)C(C)CNC2=S)cc1 (stereo not given)	·	1	729	·	·	·	·	0.33	1433	·	·	·	i	50	-1.9	1182
CC(Cc1cccs1)NC(=O)Nc1ccc(Cl)c(Cl)c1 (stereo not given)	8%	0	789	i	17	1.3	9%	-0.15	902	2.2	1.2	8.6	i	21	·	·
Cc1ccc(C)c2c1cc(C)c1nnc(SCc3ccccn3)n12	5%	-15	578	i	4	1.1	4%	0.29	1877	2.3	1.5	5.5	i	49	-4.4	1158
CCN(CC)c1ccc(-c2nnc(SCC(=O)Nc3ccccc3C#N)n2-c2ccccc2)cc1	11%	·	·	i	-1	1	0%	-0.8	1632	4.9	2.0	4.2	i	58	2.0	1324
Cc1cc(NC(=O)NC(=O)c2ccc(F)cc2F)n[nH]1	-9%	·	·	i	9	0.9	-5%	·	·	3.2	2.7	7.5	i	32	·	·
CC1(c2ccc(O)cc2)NC(=O)N(c2ccccc2)N1 (stereo not given)	-2%	-11	713	i	5	1.1	-9%	-0.07	1398	2.2	2.7	3.0	i	49	-1.1	1085
O=C(O)c1cccnc1Sc1ccccc1Cl	·	8	715	·	·	·	·	0.2	1475	·	·	·	i	56	-0.5	1063
Clc1ccccc1/C=C/c1ccnc2ccccc12	·	1	823	·	·	·	·	-1.2	1347	·	·	·	i	42	-0.7	1271
O=C(NC(=O)c1ccc(F)cc1)Nc1nc(-c2cccs2)cc(C(F)(F)F)n1	-2%	4	750	i	1	1	-5%	-0.74	1338	4.2	3.4	3.9	i	40	0.5	600
COc1ccccc1NS(=O)(=O)c1cccc(C(=O)N/N=C/c2ccc(C)o2)c1	-2%	0	700	i	23	1.1	-16%	·	·	5.7	1.8	8.7	i	28	-1.1	1106
COc1ccccc1NC(=O)N1CCc2[nH]c3ccc(F)cc3c2C1	14%	·	·	i	21	1.1	9%	1.4	1166	2.9	2.3	4.9	i	29	0.2	813
OCCNc1nc(-c2ccccc2)c2ccccc2n1	3%	·	·	i	8	1.1	6%	0.96	1486	5.8	1.1	0.6	i	2	-0.7	867
COc1ccc(-c2nc(-c3ccccc3)c(-c3cc([N+](=O)[O-])ccc3C)[nH]2)cc1OC	11%	20	757	i	-12	1	19%	·	·	1.3	2.0	10	i	30	2.0	971
Cc1cc(C)c(C#N)c(N2CCN(CCOc3ccc(Cl)cc3)CC2)n1	12%	-20	731	i	10	1	20%	-0.41	1134	2.7	1.4	2.5	i	4	2.4	1168
CCn1c(C)nc2cc(C(=O)OCCC(F)(F)F)ccc21	-9%	·	·	i	11	0.8	-9%	0.06	1187	3.4	2.1	16	i	17	-7.4	961
O=C(C1CCCO1)N1CCN(C(=S)Nc2ccc(Cl)c(Cl)c2)CC1 (stereo not given)	9%	-2	674	i	9	1.1	22%	0.28	1195	3.9	2.7	6.0	i	39	-0.4	940

Reformatted with each value named: part of the list above.
mol: COc1ccccc1NS(=O)(=O)c1cccc(C(=O)N/N=C/c2ccc(C)o2)c1
  human PMI inhibitors = -2%
  Lipid droplet = 0
  Lipid droplet cells 6.5 µM = 700
  Autophagy mod = i
  Autophagy mod cell loss 18 h = 23
  TNAP activation fold = 1.1
  human PMI inhibition = -16%
  Ins promoter up = ·
  Ins promoter up cell count = ·
  MT stabilizer = 5.7
  MT stabilizer Hoechst-high % = 1.8
  MT stabilizer cytotoxicity % = 8.7
  T cell HTS = i
  T cell HTS vesicle-bound % = 28
  b-catenin transl = -1.1
  b-catenin transl cell count 5 µM = 1106
mol: COc1ccccc1NC(=O)N1CCc2[nH]c3ccc(F)cc3c2C1
  human PMI inhibitors = 14%
  Lipid droplet = ·
  Lipid droplet cells 6.5 µM = ·
  Autophagy mod = i
  Autophagy mod cell loss 18 h = 21
  TNAP activation fold = 1.1
  human PMI inhibition = 9%
  Ins promoter up = 1.4
  Ins promoter up cell count = 1166
  MT stabilizer = 2.9
  MT stabilizer Hoechst-high % = 2.3
  MT stabilizer cytotoxicity % = 4.9
  T cell HTS = i
  T cell HTS vesicle-bound % = 29
  b-catenin transl = 0.2
  b-catenin transl cell count 5 µM = 813

Continuation:
SMILES	human PMI inhibitors	Lipid droplet	Lipid droplet cells 6.5 µM	Autophagy mod	Autophagy mod cell loss 18 h	TNAP activation fold	human PMI inhibition	Ins promoter up	Ins promoter up cell count	MT stabilizer	MT stabilizer Hoechst-high %	MT stabilizer cytotoxicity %	T cell HTS	T cell HTS vesicle-bound %	b-catenin transl	b-catenin transl cell count 5 µM
Cc1ccc(S(=O)(=O)NNC(=O)CCC(=O)Nc2ccc(C)cc2C)cc1	12%	-2	669	i	4	1.1	12%	·	·	3.8	1.5	14	i	16	0.0	972
O=C1Nc2ccccc2Oc2cc([N+](=O)[O-])cc(Oc3ccccc3)c21	-3%	41	747	+	3.1*	1.1	-3%	2.8	1164	3.4	2.4	12	i	19	-0.9	603
Cc1ccc(NC(=O)CSc2nc3ccccc3c(=O)n2CCCC(=O)N2CCCC2)cc1	11%	·	·	i	47	1.1	8%	0.38	1189	12	20	13	i	9	23	626
COC(=O)N/N=C/c1ccc(-c2ccc(Cl)cc2Cl)o1	·	-2	688	·	·	·	·	0.21	1018	·	·	·	i	25	-0.3	1325
COc1cc(-c2nnc(COC(=O)c3cc(C)nc4ccc(C)cc34)o2)cc(OC)c1OC	13%	7	766	i	8	1.1	13%	-0.23	967	3.0	1.9	6.0	i	44	·	·
CCOC(=O)c1ccc(NC(=O)c2cnccn2)cc1	2%	-1	786	i	-9	1	1%	-0.07	1161	2.6	2.0	2.6	·	·	·	·
O=C(NCCCN1CCN(c2ccccc2F)CC1)Nc1ccccc1[N+](=O)[O-]	8%	0	698	i	-1	1	4%	-0.19	1286	4.0	2.2	8.9	i	60	1.5	1043
C/C(=N/O)c1ccc2c(c1)OCCOCCOc1cc(/C(C)=N/O)ccc1OCCOCCO2	6%	-7	501	i	-5	1	15%	-0.01	2249	7.6	12	8.7	i	40	-0.5	928
COc1ccccc1Oc1ncnc2c1oc1ccccc12	9%	-7	708	i	1	1	8%	-0.09	1208	2.0	2.4	13	i	50	1.5	1111
COc1ccc(C2C(C#N)=C3NC(=O)c4c(sc5c4CCCCC5)N3C3=C2C(=O)CC(C)(C)C3)cc1 (stereo not given)	11%	·	·	i	-20	1	-5%	-0.15	1574	2.3	2.6	1.2	i	60	-2.7	1340
Cc1cc(OCC(=O)c2ccc(C(F)(F)F)cc2)n2cnnc2n1	·	16	749	·	·	·	·	1.2	1143	·	·	·	i	41	0.0	1306
O=C(Nc1ccc(S(=O)(=O)Nc2nccs2)cc1)c1ccc(F)c(S(=O)(=O)N2CCOCC2)c1	-3%	2	668	i	0	1.1	-2%	-0.04	1521	4.0	2.2	6.5	i	34	-1.5	1059
CCc1nc(N[C@@H](Cc2c[nH]c3ccccc23)C(=O)O)c2oc3ccccc3c2n1	-4%	0	755	i	4	1.1	8%	·	·	3.7	3.0	11	i	58	-4.2	1141
O=C(O)CSCC(=O)Nc1ccc(Cl)cc1C(F)(F)F	-1%	0	709	i	21	1.1	-4%	0.26	1418	4.0	2.0	7.1	i	26	4.3	1387
O=C1c2ccccc2C(=O)N1CCSc1ccccc1	-3%	·	·	i	4	1.1	-10%	-0.6	694	5.2	2.9	3.3	i	24	·	·
Cc1cc(OC(=O)c2ccc(Cl)cc2)cc(=O)n1C	-1%	·	·	i	-20	1.1	-6%	1.4	1662	2.5	1.4	7.6	i	2	0.0	1385
CCc1cc2c(SCC(=O)Nc3cc(C)on3)ncnc2s1	6%	-7	664	i	-4	1.1	11%	0.53	1213	0.7	1.1	3.5	i	13	-1.0	1108
CCOc1ncccc1C(=O)Nc1cccc(-c2nc3cccnc3s2)c1	·	3	660	·	·	·	·	-0.05	1011	·	·	·	i	64	-0.1	1301
Cc1ccc(C(=O)/C=C/Nc2cccc([N+](=O)[O-])c2)o1	12%	-7	639	i	-56	1.1	24%	·	·	2.0	2.7	7.0	i	42	0.2	892
Cc1nn(-c2ccc(F)cc2F)c2c1-c1nc(N3CCCC3)ncc1CC2	38%	·	·	i	10	1.1	14%	-0.53	1294	5.6	3.8	9.3	i	49	-0.2	1379

Assay outcomes from PubChem.
